Assay outcomes: PubChem, National Center for Advancing Translational Sciences (NCATS)
CBFb-RUNX1 inh: qHTS Assay for Compounds Blocking the Interaction Between CBF-beta and RUNX1 for the Treatment of Acute Myeloid Leukemia; AID 1477, 2009; Potency, µM (titrated, usually from 59.8 µM), for inactives: top-dose activity, negative = inhibition, hits mostly inhibitors; Runt-related transcription factor 1 (Homo sapiens) + Core-binding factor subunit beta …; 230,000 tested, under 10 active; AlphaScreen CBFb-His/RUNX1-biotin binding, biochemical; also: % of control where 0% means no effect
Target sequence (Q01196 whole entry, looked up): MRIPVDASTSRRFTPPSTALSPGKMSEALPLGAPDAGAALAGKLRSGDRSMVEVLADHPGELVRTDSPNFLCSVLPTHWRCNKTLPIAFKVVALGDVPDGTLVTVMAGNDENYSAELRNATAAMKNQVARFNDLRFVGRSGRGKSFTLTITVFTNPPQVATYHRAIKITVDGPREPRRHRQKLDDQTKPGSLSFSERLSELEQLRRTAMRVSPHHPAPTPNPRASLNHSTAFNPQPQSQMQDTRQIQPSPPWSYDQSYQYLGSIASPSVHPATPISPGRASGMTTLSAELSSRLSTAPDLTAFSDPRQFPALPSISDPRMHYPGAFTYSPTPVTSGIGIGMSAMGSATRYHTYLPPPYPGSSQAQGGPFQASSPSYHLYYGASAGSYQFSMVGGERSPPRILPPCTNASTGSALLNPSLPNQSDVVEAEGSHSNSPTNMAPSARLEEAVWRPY
Target sequence (Q13951 whole entry, looked up): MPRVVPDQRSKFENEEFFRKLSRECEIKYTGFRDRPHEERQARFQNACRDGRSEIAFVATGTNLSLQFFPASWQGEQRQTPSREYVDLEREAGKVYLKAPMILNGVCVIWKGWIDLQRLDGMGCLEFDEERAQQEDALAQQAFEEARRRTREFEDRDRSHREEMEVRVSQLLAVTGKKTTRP
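Bead-based AlphaScreen assay; binding partners His-tagged CBF-beta and biotinylated RUNX1 at 30 nM each. Compound exposure 15 min after a 20-min protein preincubation; bead step 90 min; all steps at room temperature.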
IMPase Li inh: qHTS Assay for Identifying the Cell-Membrane Permeable IMPase Inhibitors: Potentiation with Lithium | CHO-M1 cells, IP1 TR-FRET (IP-One), carbachol + lithium | Potency, µM (titrated, usually from 59.4 µM), without a hit: at the highest dose activity, negative = IMPase inhibition, most hits filed as inhibitors | actives 0.35% (n = 210,000);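 also: IP1 builds up when IMPase is blocked and the TR-FRET signal falls; potency is read from the fitted curve at half-maximal effect; plate controls were basal vehicle for no effect and high inhibitor control for full effect; nearly all actives have a fitted effect of over 50% in size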
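CHO cells stably expressing M1 receptor (2000/well) were cultured 16–30 h, then exposed to compounds with a small lithium addition for 30 min at 37C. IP1 was measured by TR-FRET competition; AC50 from Hill fits.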
Lamin A splicing: qHTS Assay for Modulators of Lamin A Splicing. HeLa LMNA splicing GFP/RFP minigene ratio, 48 h. Potency, µM (doses to about 46.1 µM), for inactives: at the highest dose ratio change, negative = inhibition, hits mostly inhibitors. actives 0.01% (n = 200,000). AID 1487, 2009; active = well fitted inhibition curve with a large enough effect in the signal ratio, with a control signal flat, not every such curve was filed as active; inconclusive = small, poorly fitted or top-dose-only effect, or effect the other way, or a change in a side signal; the % refers to the signal ratio; also: potency is read from the fitted curve at half-maximal effect; % is scaled to controls: 0 for no effect and ±100 for the full control effect
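S3 HeLa cells stably expressing lamin A-EGFP splicing minigene plus DsRed2, 600 cells/well, 48 h compound exposure at 37C. Laser-scanning cytometry; analysed as GFP (500-530 nm)/RFP (575-640 nm) total intensity ratio; 0.5% DMSO vehicle.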
HTT ATP protect: qHTS Multiplex Assay to Identify Dual Action Probes in a Cell Model of Huntington: Cytoprotection (ATP). actives 0.14% (n = 230,000). Potency, µM (series often up to 56.4 µM), for inactives: cytoprotection (ATP increase), usual class: activators. PC12 HTT-Q103 induced, cytoprotection, ATP luminescence, 40 h. AID 1471, 2008;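 also: potency is read from the fitted curve at half-maximal effect; % of control where 0% means no effect; nearly all actives have a fitted effect of over 45% in size; toxic huntingtin expression switched on by the ecdysone agonist tebufenozide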
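Compounds added alongside 100 nM tebufenozide, which induces toxic Q103 huntingtin exon 1-GFP in stable PC12 cells; surviving cells quantified by luminescent ATP measurement. Medium: phenol red-free DMEM, 5% equine and 5% calf serum.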
SMN2 splice enh: qHTS Assay for Enhancers of SMN2 Splice Variant Expression; HEK293 SMN2-luciferase splicing reporter, luminescence, 30-36 h; Potency, µM (doses to about 46.1 µM), for inactives: top-dose activity change, positive = activation, usual class: activators; actives 2.8% (n = 210,000); also: potency is read from the fitted curve at half-maximal effect; % of control where 0% means no effect; nearly all actives have a fitted effect of over 55% in size
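qHTS luciferase splicing reporter: luminescence rises when SMN2 exon 7 is included in transfected HEK293 cells. Compound exposure lasted 30-36 h at 37C, with 4.5 mM final sodium butyrate as control, followed by a ONE-Glo read.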
HTT aggregate: qHTS Multiplex Assay to Identify Dual Action Probes in a Cell Model of Huntington: Aggregate Formation (GFP) | AID 1688, 2009 | Potency, µM (highest dose often 46.1 µM), for inactives: at the top dose activity change, negative = inhibition, hits mostly inhibitors | PC12 HttQ103-GFP aggregates, Acumen cytometry, 40 h | actives 1.1% (n = 220,000); also: potency is read from the fitted curve at half-maximal effect; % is scaled to controls: 0 for no effect and ±100 for the full control effect; nearly all actives have a fitted effect of over 60% in size
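Aggregate formation scored by laser-scanning cytometer (488 excitation, 500–530 emission) in lysed PC12 cells expressing Q103-GFP after 100 nM tebufenozide induction; library tested in dose series, with ATPLite reagent added in the multiplex.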
KinaseGlo FLuc: Counterscreen for Luciferase (Kinase-Glo TM) Inhibition | Kinase-Glo luciferase, ATP luminescence, 8 min | Luciferin 4-monooxygenase (Photuris pensylvanica), Q27757 | Potency, µM (doses to about 38.3 µM), for inactives: top-dose activity change, negative = inhibition, usual class: inhibitors | AID 1379, 2008 | actives 0.28% (n = 200,000); also: potency is read from the fitted curve at half-maximal effect; % is scaled to controls: 0 for no effect and ±100 for the full control effect; nearly all actives have a fitted effect of over 60% in size
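Compounds were added to a substrate mix at pH 7.2 (50 mM imidazole, 10 uM ATP, within the enzyme's linear range), followed by Kinase-Glo detection reagent; luminescence was measured after 8 minutes at ambient temperature.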
* hit, by the source's call; u = inconclusive; x = no result given; [ ] = remark or other dose. Unless noted, calls follow the shape of the dose curve; as a rule, active = well fitted curve in the direction sought with a large enough effect; inconclusive = small, poorly fitted or top-dose-only effect, or another doubt; inactive = no such curve, though single readings can be large; an effect the other way counts as inactive or inconclusive. An unsorted share of the library. Share with any hit: about 4%.

cpd	SMILES	HTT ATP protect	Lamin A splicing	SMN2 splice enh	CBFb-RUNX1 inh	IMPase Li inh	KinaseGlo FLuc	HTT aggregate
1	O=S(=O)(/N=C/N1CCOCC1)c1ccc(Cl)cc1	-19%[0.074 µM]	-2%	-5%	1%	0%[38.3 µM]	-2%	11%
2	Cc1cnn(-c2nc(-c3cccs3)cc(C(F)(F)F)n2)c1	11%	-11%	18%	-1%	32%[38.3 µM]	-7%	-16%
3	CCOc1ccc(NC(=O)CCSc2nnc(C)s2)cc1	-52%[inhibitor]	12%	6%	1%	-5%[38.3 µM]	3%	-15%
4	COc1ccc(C(=O)N2CCC3(CCCN(C(=O)NC(C)C)C3)CC2)cc1	u	x	-5%	x	0%	-5%	x
5	CCOC(=O)N1CCN(C(=O)COc2cccc3c2CCN(Cc2ccccc2F)C3=O)CC1	x	u	-55%[inhibitor]	10%	12%	2%	-14%
6	CCSc1nc(N)nc(-c2cccs2)c1C#N	-10%[10 µM]	-16%	u	19%	-1%	-1%	0%
7	CCCCNC(=O)c1onc(CSc2ccccc2)c1C(=O)O	-10%	14%[0.0737 µM]	-9%	-2%	-2%[38.3 µM]	5%	13%
8	CCOc1ccc(C(=O)Nc2ccc(N3CCN(C)CC3)cc2)cc1Br	-21%	8%	-6%	-3%	9%[38.3 µM]	-3%	-2%
9	O=C(c1cc2cc(Cl)cc(Cl)c2oc1=O)N1CCOCC1	-6%	-1%	x	2%	x	x	2%
10	Cc1ccc(N=C(NO)c2nonc2N)cc1	-13%	-13%	3%	26%	14%[38.3 µM]	-1%	u
11	COC(=O)c1c(NC(=O)C2CCCO2)sc2c1CCC2 (configuration not stated)	6%	16%	-11%	0%	26%[38.3 µM]	-2%	-17%
12	COc1cccc(NC(=O)CC2S/C(=N\S(=O)(=O)c3ccccc3)N(c3ccccc3)C2=O)c1 (configuration not stated)	28%[10 µM]	-12%	-8%	-6%	6%	-2%	-11%
13	Cc1ccc(Nc2nc3c(c(=O)[nH]2)CCCC3)cc1	21%[10 µM]	0%	u	-4%	1%	-3%	15%
14	CCn1cc([N+](=O)[O-])c(C(=O)Nc2ccc(Cn3nc(C)cc3C)cc2)n1	-1%	-5%	-5%	1%	7%[38.3 µM]	-2%	31%
15	COc1nccnc1NS(=O)(=O)c1ccc(N=Cc2c(C)[nH]n(-c3ccccc3)c2=O)cc1	-16%[10 µM]	10%	1%	1%	1%	-5%	-11%

Continued; the last 5 above are carried over.
cpd	SMILES	HTT ATP protect	Lamin A splicing	SMN2 splice enh	CBFb-RUNX1 inh	IMPase Li inh	KinaseGlo FLuc	HTT aggregate
11	COC(=O)c1c(NC(=O)C2CCCO2)sc2c1CCC2 (configuration not stated)	6%	16%	-11%	0%	26%[38.3 µM]	-2%	-17%
12	COc1cccc(NC(=O)CC2S/C(=N\S(=O)(=O)c3ccccc3)N(c3ccccc3)C2=O)c1 (configuration not stated)	28%[10 µM]	-12%	-8%	-6%	6%	-2%	-11%
13	Cc1ccc(Nc2nc3c(c(=O)[nH]2)CCCC3)cc1	21%[10 µM]	0%	u	-4%	1%	-3%	15%
14	CCn1cc([N+](=O)[O-])c(C(=O)Nc2ccc(Cn3nc(C)cc3C)cc2)n1	-1%	-5%	-5%	1%	7%[38.3 µM]	-2%	31%
15	COc1nccnc1NS(=O)(=O)c1ccc(N=Cc2c(C)[nH]n(-c3ccccc3)c2=O)cc1	-16%[10 µM]	10%	1%	1%	1%	-5%	-11%
16	Cn1ccnc1Sc1nc2c(c(=O)n(C)c(=O)n2C)n1C	5%	7%	6%	1%	3%[38.3 µM]	1%	-5%
17	Cn1c(=O)c2c(nc(CN3CCN(C(=O)c4ccco4)CC3)n2Cc2ccc(F)cc2)n(C)c1=O	-3%	2%	-7%	4%	-22%[38.3 µM]	-4%	24%
18	CCO[C@@H]1OC(C(=O)NCc2nc3ccccc3[nH]2)=C[C@H](c2csc3ccccc23)[C@H]1CCCO	0%[10 µM]	x	x	-10%	0%	x	5%[9.22 µM]
19	CN(C)/C=N/C(=S)Nc1ccc(Cl)cc1Cl	-19%[1.9 µM]	-7%[46 µM]	u	-8%	1%	-6%	12%[9.22 µM]
20	CCC(=O)Nc1sc(C(=O)N2CCCCC2)c(C)c1C#N	-27%[10 µM]	2%	5%	4%	-9%[38.3 µM]	-1%	-7%
21	COCCN(C(=O)Cn1nnc2ccccc21)C(C(=O)NC1CCCCC1)c1ccc(OC)cc1OC (configuration not stated)	-8%[10 µM]	-8%	0%	17%	1%	-3%	13%
22	O=C(c1nc2ncccn2n1)N1CCN(c2ccccc2)CC1	12%[0.074 µM]	5%	17%	-2%	-11%[38.3 µM]	-5%	2%
23	O=C(c1csnn1)N1CCC[C@@]2(CCN(C(c3ccccc3)c3ccccc3)C2)C1	-92%[inhibitor]	x	-9%	x	13%	-3%	x
24	CCCCNC(=O)Nc1nnc(C(C)(C)C)s1	-1%[10 µM]	x	x	-5%	x	x	2%[9.22 µM]
25	CC(/C=N\NC(=O)CN1CCN(S(=O)(=O)c2ccc(C)cc2)CC1)=C\c1ccccc1	-5%[10 µM]	-3%	13%	-1%	10%	2%	7%
26	O=C(Cc1ccc(S(=O)(=O)N2CCOCC2)s1)Nc1ccccc1Br	-5%[10 µM]	x	x	-11%	x	x	-11%[9.22 µM]
27	C/C=C/Cn1c(Br)nc2c1c(=O)[nH]c(=O)n2C	-18%[0.074 µM]	-11%	6%	5%	27%[38.3 µM]	-2%	14%
28	COc1cccc(Cn2c(=O)c(-c3cccs3)nc3cnc(OCc4ccccc4)nc32)c1	-28%	u	x	x	-1%	x	x
29	O=C(Nc1c(C(=O)N2CCOCC2)cnn1-c1ccccc1Cl)c1ccco1	36%	-4%	x	5%	19%[38.3 µM]	1%	23%
30	CC(C)c1ccc(OCC(O)Cn2cnc3ccccc32)cc1 (configuration not stated)	-3%	u	-35%[inhibitor]	-1%	-7%[38.3 µM]	-6%	u
31	CC(=O)C1=C(O)C=C(c2ccco2)CC1c1ccco1 (configuration not stated)	9%	1%	-28%	-6%	9%[38.3 µM]	2%	-1%
32	O=C(CN(C(=O)c1ccc(Cl)cc1)C1CCCCC1)Nc1ccc(Cl)c([N+](=O)[O-])c1	28%[1.9 µM]	-3%	4%	7%	13%	-1%	13µM*
33	CCOC(=O)c1ccc2[nH]c3c(c2c1)CCCC3O (configuration not stated)	3%[10 µM]	x	8%	-4%	5%	-2%	-6%[9.22 µM]
34	CC(C)C(NC(N)=O)C(=O)NC1CCCCC1 (configuration not stated)	-43%	13%[46 µM]	5%	-5%	-5%	1%	-13%
35	Cc1ccc2c(c1)C(=C(C#N)C#N)C(=O)N2CCN1CCOCC1	14%[10 µM]	x	x	2%	x	x	3%[9.22 µM]
36	COCCCNC(=O)CN(c1cc([N+](=O)[O-])ccc1OC)S(C)(=O)=O	-2%	x	x	-1%	6%	2%	19%
37	CC(C)NC(=S)N(CCc1ccncc1)C(C)C	-27%	x	x	-6%	-15%	x	7%
38	Cc1cccc(NC(=O)CC2CCC2)c1	2%[10 µM]	-11%	4%	11%	14%[38.3 µM]	-3%	-13%
39	Nc1c(C(O)(C(F)(F)F)C(F)(F)F)cc(C(O)(C(F)(F)F)C(F)(F)F)c2ccccc12	-4%[10 µM]	u	-74%[inhibitor]	15%	17%	-3%	u
40	CC1(C)C2CCC1(C)C(OC(=O)C[n+]1ccccc1N)C2 (configuration not stated)	4%[10 µM]	x	x	-2%	x	x	0%[9.22 µM]
41	COc1ccc(/C=C2\SC(N3CCc4ccccc4C3)=NC2=O)cc1	43%[10 µM]	3%	-32%[inhibitor]	-14%	13%	-3%	24%
42	O=C(NCCO)/C(=C\c1ccc(Br)cc1)NC(=O)c1cccs1	5%[10 µM]	-14%	-3%	-6%	3%	-2%	16%
43	Cc1cccc(NC(=O)CCSc2nnc(Cc3ccccc3)o2)c1	-12%[10 µM]	-11%	5%	-2%	2%	0%	16%
44	CCOC(=O)C(=N/O)/C(C)=N/NC(=O)C(=O)Nc1ccc(Cl)cc1	0%[10 µM]	x	x	7%	x	x	-2%[9.22 µM]
45	NS(=O)(=O)c1ccc(CNC(=O)NC2(c3ccccc3)CC2)cc1	-8%	0%	8%	-5%	-10%[38.3 µM]	3%	u
46	FCCCOc1ccc(/C=N/OCc2c(Cl)cccc2Cl)cc1	-7%	7%	-18%	-2%	18%[38.3 µM]	1%	-5%
47	Cc1nn(C)c(C)c1Nc1ccc(N2C(=O)C3CC=CCC3C2=O)cc1[N+](=O)[O-] (configuration not stated)	8%	2%[46 µM]	-67%[inhibitor]	-6%	3%	-2%	u
48	CC1CCCCC1NC(=O)CN(C)S(=O)(=O)c1cccc2cccnc12 (configuration not stated)	8%[10 µM]	x	x	8%	x	x	-9%[9.22 µM]
49	CCOC(=O)c1c(NC(=O)CN2C(=O)NC3(CCCCC3)C2=O)sc(C)c1-c1ccc(C)cc1	15%[10 µM]	-3%	x	-14%	x	x	u
50	O=C(OCC1CC(c2ccccc2)=NO1)c1ccc(Cl)cc1 (configuration not stated)	-4%	3%	-1%	2%	-7%[38.3 µM]	-1%	-9%
51	Cc1ccc(C(=O)Nc2cccc(C(F)(F)F)c2)cc1NC(=O)c1cnnc2ccccc12	-31%[10 µM]	x	x	19%	x	x	-25%[9.22 µM]
52	Cn1ccc2c([N+](=O)[O-])cccc2c1=O	-19%	x	11%	-5%	-8%	-2%	-23%

2 of the compounds above, in transposed form.
(50) O=C(OCC1CC(c2ccccc2)=NO1)c1ccc(Cl)cc1 (configuration not stated)
(51) Cc1ccc(C(=O)Nc2cccc(C(F)(F)F)c2)cc1NC(=O)c1cnnc2ccccc12

compound no.	50	51
HTT ATP protect	-4%	-31%[10 µM]
Lamin A splicing	3%	x
SMN2 splice enh	-1%	x
CBFb-RUNX1 inh	2%	19%
IMPase Li inh	-7%[38.3 µM]	x
KinaseGlo FLuc	-1%	x
HTT aggregate	-9%	-25%[9.22 µM]
